Rad51 HR inh: Rad51 (human) homologous recombination inhibition; 0.085% of 200,000 active; AID 1385; Q06609; inhibition, % at 10 µM; hRad51 DNA strand exchange, fluorescence dequenching;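 active = inhibition above 40% at the single screening dose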;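 note: 0% = DMSO control wells and 100% = blanks with heterologous ssDNA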
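System: human Rad51 nucleoprotein filaments preassembled on unlabelled ssDNA. Reagent: labelled 47-mer dsDNA for strand exchange. Schedule: 30-min compound preincubation and 15-min exchange, both room temperature. Measured by: FRET fluorescence dequenching, excitation 485 nm, emission 520 nm. Read-out: Fluorescence-based percent inhibition, control- and blank-normalised. Benchmarks: plate controls and plate blanks.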
TNF necrop inh: TNF-alpha cell death inhibition in Jurkat FADD-/- cells; Jurkat FADD-/- TNF necroptosis rescue, ATP luminescence, 24 h; 0 = TNF only, 100 = no-TNF cells; activation (protection from cell death), % at 10 µM; 0.068% of 220,000 active; AID 463075;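 active = activation, meaning protection from cell death, of at least 50% relative to plate controls; inactive = activation below 50%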;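 note: necroptosis triggered by 40 ng/mL TNF-alpha added together with compound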
Mdm2 ligase inh: blocks human Mdm2 ubiquitin ligase activity. Q00987. cell-based MDM2 ubiquitination luciferase reporter, 2 h; 0 = plate control, 100 = twice control, blank-subtracted. signal enhancement, % at 5 µM. 0.11% of 210,000 active. AID 1230;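 active = signal enhancement of 30% or more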;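 note: luminescence tracks abundance of the self-degrading MDM2-luciferase fusion protein; higher signal means inhibition of MDM2 E3 ligase activity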
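Buffer or medium: Cells held in DMEM | Assay system: Stable mammalian line carrying autodegrading MDM2–luciferase fusion reporter | Quantity: 2000 cells/well | Times: 4 h settle plus 2 h compound, 37 °C | Doses: One concentration, 5 µM, with 0.2% DMSO | Technique: Luminescence with SteadyLite reagent, 15 min at room temperature | Benchmarks: Plate controls and plate blanks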
m-calpain inh: blocks pig calpain II enzyme activity | inhibition, % at 16 µM | 0.37% of 220,000 active | purified calpain II, fluorogenic peptide substrate, 30 min | AID 1236;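 active = inhibition above about 50%, limit read from the data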
EBV gp42 inh: blocks Epstein-Barr virus glycoprotein 42 binding | 0.42% of 220,000 active | Q1HVG2 | Fluorescence polarization binding assay, mP read-out | inhibition, % (tested at 21.74 µM); in the data active = inhibition above about 50%
PERK inhibitor: inhibitors of human PERK kinase; inhibition, % at 5.6 µM; CHO PERK-DD fusion, SEAP luminescence translation reporter; AID 1416; Q9NZJ5; 0.17% of 220,000 active;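 active = inhibition above the mean inhibition of all tested compounds plus 3 SD, set separately per screening campaign, cut at about 2.9% in these data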;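 note: PERK kinase domain activated by AP20187 dimerizer at 100 nM; 0% = DMSO with dimerizer and 100% = rapamycin at 8.4 µM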
Target sequence (Q9NZJ5 whole entry, looked up, the tested form may be a part): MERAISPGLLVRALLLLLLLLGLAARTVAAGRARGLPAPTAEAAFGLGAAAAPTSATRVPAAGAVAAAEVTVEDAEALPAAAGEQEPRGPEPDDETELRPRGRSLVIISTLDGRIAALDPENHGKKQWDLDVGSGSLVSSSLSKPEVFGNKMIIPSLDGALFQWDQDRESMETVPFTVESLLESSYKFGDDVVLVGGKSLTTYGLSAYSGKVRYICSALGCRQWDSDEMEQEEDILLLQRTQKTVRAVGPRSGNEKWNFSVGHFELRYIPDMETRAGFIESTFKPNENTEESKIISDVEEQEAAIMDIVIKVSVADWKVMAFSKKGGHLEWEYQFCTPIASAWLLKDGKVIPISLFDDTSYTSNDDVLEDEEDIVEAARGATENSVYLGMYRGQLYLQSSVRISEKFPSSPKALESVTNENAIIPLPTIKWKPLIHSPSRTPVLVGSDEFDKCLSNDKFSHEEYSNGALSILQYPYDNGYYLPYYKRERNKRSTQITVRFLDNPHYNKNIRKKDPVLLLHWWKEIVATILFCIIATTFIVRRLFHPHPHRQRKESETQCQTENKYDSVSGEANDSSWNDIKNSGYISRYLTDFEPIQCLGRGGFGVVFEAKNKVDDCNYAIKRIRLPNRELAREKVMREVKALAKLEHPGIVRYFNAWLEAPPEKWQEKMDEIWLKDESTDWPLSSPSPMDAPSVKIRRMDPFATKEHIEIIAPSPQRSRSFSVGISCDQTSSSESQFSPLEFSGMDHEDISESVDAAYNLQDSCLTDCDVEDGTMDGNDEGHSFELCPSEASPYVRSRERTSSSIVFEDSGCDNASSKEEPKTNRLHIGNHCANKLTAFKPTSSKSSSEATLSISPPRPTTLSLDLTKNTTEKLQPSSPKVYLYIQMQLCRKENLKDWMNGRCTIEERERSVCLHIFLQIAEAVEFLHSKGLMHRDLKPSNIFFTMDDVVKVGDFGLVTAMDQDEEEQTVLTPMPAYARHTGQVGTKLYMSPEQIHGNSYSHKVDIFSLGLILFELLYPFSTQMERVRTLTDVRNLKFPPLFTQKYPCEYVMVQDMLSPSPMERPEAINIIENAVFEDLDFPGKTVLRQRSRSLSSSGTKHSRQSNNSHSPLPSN
Cl transport mod: modulators of human KCC2 chloride dependent transport; 2.2% of 190,000 active; AID 1456; KCC2 cells, thallium flux FluoZin-2 fluorescence; B-score of Tl+ flux slope (higher = more flux/activation; lower = inhibition) at 10 µM;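 active = thallium flux slope and its plate-corrected score both differing from the plate sample mean at a set confidence after two filtering rounds, in either direction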;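 note: slope of fluorescence scaled to starting intensity during 10 to 20 s after thallium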
zVAD death inh: blocks zVAD induced death of L929 cells; L929 zVAD necroptosis rescue, ATP luminescence, 24 h; with zVAD 60 µM; viability rescue, % at 10 µM; 0.38% of 220,000 active; AID 1377;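 active = activation, scaled between plate controls, above about 75%, limit read from the data; inactive = activation under that limit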;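 note: 0% = zVAD with DMSO and 100% = DMSO alone without zVAD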
eIF4E 4G PPI: eIF4E/eIF4G interaction inhibition in translation initiation. inhibition, % at 21.7 µM. 0.37% of 220,000 active. TR-FRET eIF4E-eIF4GI(517-606) binding, 2 h. AID 782. P63073+Q04637;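 active = inhibition above about 30%, limit read from the data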;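 note: 0% = full FRET control wells and 100% = background wells lacking eIF4GI fragment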
The depositor's hits bear a star; . = not tested or not shown; [ ] = dose if it differs, or a comment.

SMILES	Rad51 HR inh	TNF necrop inh	Mdm2 ligase inh	m-calpain inh	EBV gp42 inh	PERK inhibitor	Cl transport mod	zVAD death inh	eIF4E 4G PPI
COC(=O)C1C/C(=N\NS(=O)(=O)c2ccc(C)cc2)c2sccc2C1 (configuration not stated)	.	3.1	2	-4	-9	0.4	0.17	0.6	5
CN1CCN(NC(=O)C2CC2)CC1	.	0.6	.	19	1	0.0	0.27	-0.6	2
Fc1ccc(CSc2ncnc3ccccc23)cc1	-6	1.0	-4	27	8	-0.4	-0.26	1.3	0
CC(=O)Nc1ccc(OCC(O)Cn2cnc3ccccc32)cc1 (configuration not stated)	-3	-1.2	-7	-5	-8	1.3	0.024	0.0	6
O=C1NC2c3ccccc3C(=O)N2c2c1cnn2-c1ccccc1 (configuration not stated)	-8	-3.6	-4	0	-4	0.4	-0.1	2.2	7
COc1ccc(-n2nc3c(c2NC(=O)c2ccc(S(=O)(=O)N4CCOCC4)cc2)CS(=O)(=O)C3)cc1	0	0.2	0	-21	-7	1.4	-0.5	0.9	-3
Cc1[nH]c2ccccc2c1Cc1nnc(SCCC#N)o1	-6	-0.4	3	10	-9	-0.2	-0.063	0.7	4
CC(C)(C)C(=O)OCCn1c(=O)c2cc3c(=O)n(CCOC(=O)C(C)(C)C)c(=O)c3cc2c1=O	3	-1.0	-19	9	-3	1.5	.	1.1	0
O=c1c(-c2ccccc2)c(O)nc(SCCN2CCOCC2)n1-c1ccccc1	15	0.6	-18	4	-8	1.1	-0.073	-0.1	1
Nc1nc(-c2ccccc2)c(N=Nc2ccc(Cl)cc2)s1	-2	1.0	-11	37	-9	1.7	-0.95	0.7	2[fluorescence artefact?]
O=C(Cc1cn2ccsc2n1)NCc1ccccc1	0	-0.2	6	-29	-19	-0.6	0.44	0.1	2
Cc1ccc(-c2nn(Cc3ccccc3)cc2/C=C/C(=O)O)cc1	5	-0.9	-12	-30	2	-0.2	-4.5*	-0.2	-4[fluorescence artefact?]
CCOC(=O)c1csc(N)c1-c1ccc([N+](=O)[O-])cc1	12	-0.5	-3	-10	-2	-0.1	-0.38	-0.1	-1
COCCNC(=S)NC1CC2CCCC(C1)N2Cc1ccco1 (configuration not stated)	-9	-1.7	-27	23	-1	0.5	0.16	-0.4	8
COc1ccc(NC(=O)c2nc[nH]c2C(=O)N2CCN(C(=O)OC(C)(C)C)CC2)cc1	-2	2.4	14	-24	15	.	.	0.2	-5

For convenience, some entries already given:
SMILES	Rad51 HR inh	TNF necrop inh	Mdm2 ligase inh	m-calpain inh	EBV gp42 inh	PERK inhibitor	Cl transport mod	zVAD death inh	eIF4E 4G PPI
Fc1ccc(CSc2ncnc3ccccc23)cc1	-6	1.0	-4	27	8	-0.4	-0.26	1.3	0
CC(=O)Nc1ccc(OCC(O)Cn2cnc3ccccc32)cc1 (configuration not stated)	-3	-1.2	-7	-5	-8	1.3	0.024	0.0	6
O=C1NC2c3ccccc3C(=O)N2c2c1cnn2-c1ccccc1 (configuration not stated)	-8	-3.6	-4	0	-4	0.4	-0.1	2.2	7
COc1ccc(-n2nc3c(c2NC(=O)c2ccc(S(=O)(=O)N4CCOCC4)cc2)CS(=O)(=O)C3)cc1	0	0.2	0	-21	-7	1.4	-0.5	0.9	-3
Cc1[nH]c2ccccc2c1Cc1nnc(SCCC#N)o1	-6	-0.4	3	10	-9	-0.2	-0.063	0.7	4
CC(C)(C)C(=O)OCCn1c(=O)c2cc3c(=O)n(CCOC(=O)C(C)(C)C)c(=O)c3cc2c1=O	3	-1.0	-19	9	-3	1.5	.	1.1	0
O=c1c(-c2ccccc2)c(O)nc(SCCN2CCOCC2)n1-c1ccccc1	15	0.6	-18	4	-8	1.1	-0.073	-0.1	1
Nc1nc(-c2ccccc2)c(N=Nc2ccc(Cl)cc2)s1	-2	1.0	-11	37	-9	1.7	-0.95	0.7	2[fluorescence artefact?]
O=C(Cc1cn2ccsc2n1)NCc1ccccc1	0	-0.2	6	-29	-19	-0.6	0.44	0.1	2
Cc1ccc(-c2nn(Cc3ccccc3)cc2/C=C/C(=O)O)cc1	5	-0.9	-12	-30	2	-0.2	-4.5*	-0.2	-4[fluorescence artefact?]
CCOC(=O)c1csc(N)c1-c1ccc([N+](=O)[O-])cc1	12	-0.5	-3	-10	-2	-0.1	-0.38	-0.1	-1
COCCNC(=S)NC1CC2CCCC(C1)N2Cc1ccco1 (configuration not stated)	-9	-1.7	-27	23	-1	0.5	0.16	-0.4	8

The list goes on.
SMILES	Rad51 HR inh	TNF necrop inh	Mdm2 ligase inh	m-calpain inh	EBV gp42 inh	PERK inhibitor	Cl transport mod	zVAD death inh	eIF4E 4G PPI
CC(C)(C)c1csc(NC(=O)c2ccc(Cl)s2)n1	-3	-1.4	-7	26	-13	0.1	2.5	0.4	0
COc1cc(NC(=S)NC2CC2)c(OC)cc1Cl	7	0.8	5	-6	1	0.7	-0.025	0.6	16
S=C(NCc1cccnc1)Nc1ccc(Oc2ccccc2)cc1	.	-2.1	-20	32	-16	1.5	-3.9*	-0.9	3
Cc1c(C(=O)N2CCOCC2)sc2ncn(CC(=O)N3CCC(C)CC3)c(=O)c12	-1	3.1	-1	-15	-26	0.3	0.64	6.2	0[fluorescence artefact?]
O=C(CN(Cc1ccccc1)S(=O)(=O)c1ccccc1)N/N=C/c1ccccc1C(=O)O	-1	1.5	13	-34	-16	0.4	1.5	13	1
CCCN1CCN(C(=O)c2ccc(Sc3ccc(C)cc3)c(NC(C)=O)c2)CC1	4	0.3	-25	-7	-14	0.0	-0.43	0.4	5
Cc1ccc(NC(=O)CSCC(=O)NCCc2ccccn2)c(C)c1	11	-0.5	-5	-17	-8	-0.4	0.19	-0.1	0
COC(=O)Cn1cnc2c(cnn2-c2ccccc2)c1=O	.	0.6	-18	25	-11	1.9	0.1	0.7	4
CSc1cccc(NC(=O)N2CCN(C)CC2)c1	-17	0.7	.	-6	2	0.1	0.2	0.2	-3
S=c1[nH]cnc2sc(Nc3ccccc3)nc12	0	-17	0	-3	-4	0.6	-0.15	-1.7	-2
O=C(Oc1ccccc1)c1ccc2nccnc2c1	-2	-3.8	-21	4	-18	1.1	-0.41	0.0	2
COCCCn1nnnc1SCC(=O)N1c2ccccc2CC1C (configuration not stated)	13	1.3	-3	-6	-3	-0.3	0.85	5.5	2
Cc1ccc(-c2[nH]nc3c2C(c2ccoc2)C(C#N)=C(N)O3)cc1C (configuration not stated)	1	-2.1	-13	3	8	1.1	0.78	-0.1	3
COc1ccc(/C=N/NC(=O)c2ccccc2)cc1OS(=O)(=O)c1ccccc1	10	0.7	5	-5	4	-0.4	-1.5	5.2	3[fluorescence artefact?]
Cc1cc(N2CC(=O)N(CCc3ccccc3)C(=O)C2)n2ncnc2n1	0	1.0	-1	19	-12	0.3	-0.87	0.7	1
Cc1cccc2nc(-c3cccnc3)c(NCCC(C)C)n12	-4	0.0	17	-431	-7	0.7	0.56	-1.5	-5
CC1CC(C)CN(CCC(=O)Nc2ccc3c(c2)CCC3)C1 (configuration not stated)	18	1.7	-5	-23	-8	-0.6	-0.0079	0.3	0
O=C(NCc1ccccc1)NC12CC3CC(CC(C3)C1)C2	-7	2.0	-8	-6	-11	2.0	-0.65	0.8	1
O=C(COC(=O)c1ccco1)Nc1ccccc1	1	-2.9	-14	-24	-27	0.7	0.053	-0.3	5
Cc1ccc(C(=O)NC(C)c2ccc3c(c2)OCO3)s1 (configuration not stated)	6	3.3	-3	-24	5	1.2	0.3	1.5	-1
O=C(COC(=O)CNC(=O)c1ccc(F)cc1)Nc1cccc(S(=O)(=O)N2CCCC2)c1	-10	-0.1	-9	-3	4	-0.5	-1.2	-0.1	-1
Cn1nc(C(F)(F)F)c(C(=O)Nc2ccc(Cl)cc2)c1Cl	3	-0.3	-4	12	-13	0.9	1	0.7	3
CC1CCCN(CCCCOc2cccc(Br)c2)C1 (configuration not stated)	3	2.7	-2	-18	-13	0.1	-0.77	-0.3	0
Cc1cccc(C)c1NC(=S)N/N=C/c1ccc(OCCC(C)C)cc1	3	-7.8	-12	-4	-5	0.1	0.53	-1.0	1
CCCCc1cc(=O)oc2cc(OCC(=O)N(CC)CC)c(Cl)cc12	4	-0.1	-6	-3	-16	-0.6	0.29	0.8	2
CC(=O)C1=C(O)C(=O)N(CCCn2ccnc2)C1c1ccc(Br)cc1 (configuration not stated)	1	-0.1	-88	8	7	0.0	0.01	0.1	-2
COc1ccc2[nH]c3c(=O)n(CCCCC(=O)N4CCC(C(N)=O)CC4)c(=S)[nH]c3c2c1	5	-1.7	-4	-30	-36	0.0	0.01	0.0	-2
COc1ccccc1-c1noc(CCC(=O)Nc2cccc(C)c2)n1	-6	0.0	-3	-7	-16	-0.8	.	0.6	-2
O=C(CCS(=O)(=O)c1ccc(Cl)cc1)Oc1ccc2c(c1)OCO2	-2	0.4	-9	-14	-11	0.1	-0.97	0.8	-1
Cc1ccc(C(=O)N[C@H](C(=O)OCc2cc(=O)n3c(n2)sc2ccccc23)C(C)C)cc1	-1	0.5	-20	-48	-15	-0.3	-1.4	2.1	0[fluorescence artefact?]
Cc1c(O)cc2n(c1=O)-c1ccc(Cl)cc1C2(C)C	-3	-1.4	.	-11	-7	0.4	-0.0067	1.0	0
COc1ccc(C2CC(=O)C=C(NCC3CCCO3)C2)cc1 (configuration not stated)	-7	-0.4	-10	7	9	-0.5	-0.61	0.0	5
